TDP1 block: qHTS Assay for Inhibitors of Tyrosyl-DNA Phosphodiesterase (TDP1); Tyrosyl-DNA phosphodiesterase 1 (Homo sapiens), Q9NUW8; recombinant TDP1, AlphaScreen DNA substrate cleavage; Potency, µM (highest dose often 130 µM), inactives show at the top dose activity change, negative = inhibition, hits mostly inhibitors; hit rate 0.28% among 350,000; also: nearly all actives have a fitted effect of over 40% in size
Target sequence (Q9NUW8 whole entry, looked up): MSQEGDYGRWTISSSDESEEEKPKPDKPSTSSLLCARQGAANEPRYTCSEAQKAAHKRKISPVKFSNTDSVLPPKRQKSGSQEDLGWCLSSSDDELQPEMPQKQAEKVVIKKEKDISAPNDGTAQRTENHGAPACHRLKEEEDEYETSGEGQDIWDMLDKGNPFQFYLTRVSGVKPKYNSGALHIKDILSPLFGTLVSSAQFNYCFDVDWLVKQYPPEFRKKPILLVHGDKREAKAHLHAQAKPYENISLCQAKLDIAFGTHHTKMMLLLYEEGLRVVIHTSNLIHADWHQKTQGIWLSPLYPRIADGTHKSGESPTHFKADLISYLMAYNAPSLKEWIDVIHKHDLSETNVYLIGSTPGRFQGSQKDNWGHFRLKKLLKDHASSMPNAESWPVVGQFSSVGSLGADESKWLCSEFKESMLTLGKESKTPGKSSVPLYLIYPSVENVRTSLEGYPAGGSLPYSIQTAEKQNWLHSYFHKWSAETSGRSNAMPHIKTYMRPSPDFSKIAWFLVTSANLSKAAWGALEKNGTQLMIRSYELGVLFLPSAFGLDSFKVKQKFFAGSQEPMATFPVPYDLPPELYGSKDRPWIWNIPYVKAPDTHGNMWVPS
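Enzyme-compound mixtures sat 15 min at room temperature, followed by a 5 min reaction with 15 nM final substrate and 10 min with AlphaScreen beads. Recombinant human Tdp1 was used at 1 nM final.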
N370S GC mod: qHTS Assay for Inhibitors and Activators of N370S glucocerebrosidase as a Potential Chaperone Treatment of Gaucher Disease; Potency, µM (highest dose often 59.4 µM), for inactives: top-dose activity change, negative = inhibition, usual class: inhibitors; hit rate 0.092% among 330,000; Lysosomal acid glucosylceramidase (Homo sapiens), P04062; N370S GC spleen homogenate, 4MU-glucoside fluorescence;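 also: 0% = full enzyme activity and -100% = no enzyme basal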
FEN1 inhibitor: qHTS Assay for the Inhibitors of Human Flap endonuclease 1 (FEN1) | Recombinant FEN1 flap cleavage, fluorescence, 15 min | Potency, µM (titrated, usually from 114 µM), without a hit: top-dose activity change, negative = inhibition, most hits filed as inhibitors | hit rate 0.35% among 390,000 | AID 588795, 2011; also: nearly all actives have a fitted effect of over 65% in size
Target sequence (P39748 whole entry, looked up): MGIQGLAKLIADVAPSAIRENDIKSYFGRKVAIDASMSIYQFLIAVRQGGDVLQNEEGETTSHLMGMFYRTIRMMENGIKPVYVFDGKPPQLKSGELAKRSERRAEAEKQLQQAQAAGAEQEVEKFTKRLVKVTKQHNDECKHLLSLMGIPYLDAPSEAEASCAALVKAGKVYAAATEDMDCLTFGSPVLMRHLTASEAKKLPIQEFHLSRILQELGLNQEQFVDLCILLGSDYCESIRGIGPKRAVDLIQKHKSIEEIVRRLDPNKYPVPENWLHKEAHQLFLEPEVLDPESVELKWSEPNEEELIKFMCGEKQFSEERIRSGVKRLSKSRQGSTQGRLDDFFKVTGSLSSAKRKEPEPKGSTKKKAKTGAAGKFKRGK
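Quantitative HTS format: each compound was titrated, incubated with 10 nM nuclease for 15 min at room temperature, then challenged with flap substrate at 50 nM final. Signal change over 15 min gave concentration–effect curves.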
Active calls of the source: *; ? = inconclusive; / = no result given; & = joins results of further samples; [ ] = remark or other dose. Calls follow the shape of the dose curve; as a rule, active = well fitted curve in the direction sought with a large enough effect; inconclusive = small, poorly fitted or top-dose-only effect, or another doubt; inactive = no such curve, though single readings can be large; an effect the other way counts as inactive or inconclusive. Unless noted, % is scaled to controls: 0 for no effect and ±100 for the full control effect; potency is read from the fitted curve at half-maximal effect. The order is random. About 0.57% of those tested had a hit in this group.

SMILES	TDP1 block	N370S GC mod	FEN1 inhibitor
COc1cccc(/C=C2\SC(=S)N(CCCC(=O)N3CCCCC3CCO)C2=O)c1 (stereo not given)	10.3%	-20.1%	-0.1%
CC1(c2cccc(Br)c2)NC(=O)N(CC(=O)N2CCN(C(=O)c3ccco3)CC2)C1=O (stereo not given)	-3.7%	/	5.9%
COC(=O)C1=C(N)Oc2cc(C)n(C)c(=O)c2C1c1ccc(Cl)c(Cl)c1 (stereo not given)	-6.2%	9.6%	-5.0%
CCOC(=O)C1CCCN(C(=O)C2CCN(S(=O)(=O)CC)CC2)C1 (stereo not given)	5.2%	-18.5%	-3.1%
Cc1ccc(/C=N\NC(=O)C2CC(=O)N(c3ccccc3)C2)o1 (stereo not given)	2.5%	2.3%	-3.4%
CC(C)c1nnc(SCC(=O)NCc2ccco2)n1C	0.0%	3.0%	-1.0%
Cc1c(C(=O)Nc2ccc(-n3c(C)nc4ccccc4c3=O)cc2)cccc1[N+](=O)[O-]	0.0%	/	2.9%
NS(=O)(=O)c1ccc(CCNC(=O)CN2C(=O)NC(c3ccccc3)(c3ccccc3)C2=O)cc1	-0.8%	/	2.0%
CCOC(=O)c1c(C)c(C(=O)NCC2CCCO2)c(C)n1C (stereo not given)	3.1%	0.5%	1.8%
COc1ccc2ccccc2c1CNC(C)CCc1ccccc1 (stereo not given)	3.1%	-11.0%	-4.2%
Cc1ccc2occ(/C=N/NC(=O)c3ccncc3)c(=O)c2c1	3.6%	-4.4%	22.3%
COc1ccc(C)cc1-n1nnnc1SCC(=O)NNC(=O)c1ccc([N+](=O)[O-])cc1	0.6%	-12.4%	-4.2%
CCC(C)c1ccccc1N1CC(C(=O)Nc2ccc(N3CCOCC3)cc2)CC1=O (stereo not given)	2.1%[56.1 µM]	/	3.1%
COc1cc(C)c(Cl)cc1S(=O)(=O)n1ccnc1	10.3%	-3.9%	-4.2%
COc1ccc(/C=N/NC(=O)c2cccnc2)cc1CSc1nc2ccccc2s1	4.2%	6.3%	-7.1%
CC(=O)Nc1c(C)cc(OCC(=O)O)cc1C	0.0%	-1.4%	2.7%
O=C(Cc1ccc(Cl)cc1)NC1CC(=O)N(c2ccc3c(c2)OCCO3)C1 (stereo not given)	2.6%	/	-10.3%
CCOc1ccc(NC(=O)CCN2CCN(c3ccccc3F)CC2)cc1	-3.6%	-9.5%	-0.2%
COCCN1Cc2cccc(C(=O)NCc3ccccc3OC)c2C1=O	-2.2%	5.4%	-0.2%
CSc1cccc(NC(=O)C(c2ccccc2)N2Cc3ccccc3C2=O)c1 (stereo not given)	9.9%	/	-25.4%
CC(=O)c1ccc(NC(=O)c2c3c(nc4ccccc24)C(=O)N(C2CCCCC2)C3)cc1	1.9%	/	14.5%
O=C(Nc1cccc(Cl)c1)Nc1ccccc1C(=O)NCc1ccco1	5.7%	2.5%	10.4%
Cn1c(=O)c2sccc2n2c(CCC(=O)NCc3ccc(F)cc3)nnc12	5.9%	/	0.5%
Cc1ccc(S(=O)(=O)CCC(=O)OCc2nnc(-c3ccccc3Br)o2)cc1	-1.7%	/	-13.8%
COc1ccccc1NC(=O)Cn1c(SCC(=O)Nc2ccc(F)cc2)nc2ccccc21	1.2%	/	18.2%
CN1CCN(C(=S)NC(CC(=O)c2ccccc2)c2ccccc2)CC1 (stereo not given)	1.2%	-19.9%	-3.4%
O=C(Nc1nnc(SCC(=O)N2CCCc3ccccc32)s1)c1cccc2ccccc12	5.6%	6.9%	-17.7%
CC1CCCN(C(=O)COC(=O)CNS(=O)(=O)c2ccc3ccccc3c2)C1 (stereo not given)	/	10.2%	2.1%
Cc1ccc(Nc2ncnc3c2cnn3-c2ccccc2)c(C)c1	1.9%	/	-15.9%
CC1CCCC(C)N1C(=O)CSc1nnnn1-c1cccc2c1CCCC2 (stereo not given)	2.1%	-2.7%	-2.8%
COc1ccc(Nc2oc(-c3ccc(OC)cc3)nc2C#N)cc1	/	-11.4%	-2.2%
COc1cccc(Cl)c1NC(=O)N1CCc2c([nH]c3ccccc23)C1C(F)(F)F (stereo not given)	5.1%	4.9%	-23.4%
CC(=O)NCCc1ccc(S(=O)(=O)N2CCCC2)cc1	3.0%	11.4%[2.35 µM]	-2.7%
CN(C)[C@@H](CO)c1nnc([C@H](CC(=O)O)NC(=O)C2CCNCC2)o1	6.4%	11.0%	0.2%
Cc1cccc(NC(=O)CSc2cn[nH]n2)c1	4.6%	2.9%	-2.4%
Cc1oc(-c2ccccc2)nc1Cn1c(SCc2cccc(C(F)(F)F)c2)nc2cccnc21	5.0%	/	-18.7%
Cc1ccc(OCc2nnc(SCC(=O)Nc3ccccc3C(C)C)o2)cc1	-0.9%	/	-3.0%
Cc1cc(F)ccc1-n1nnc(C(N)=O)c1C	7.3%	/	-10.7%
O=C(O)C1CCCN1S(=O)(=O)c1cccc2nsnc12 (stereo not given)	-1.2%	-0.8%	6.8%
CCc1nc(Nc2cccc(O)c2)c2oc3ccccc3c2n1	/	-12.2%	-9.0%

Overlap with the part before: 3 entries, then new ones.
SMILES	TDP1 block	N370S GC mod	FEN1 inhibitor
Cc1cc(F)ccc1-n1nnc(C(N)=O)c1C	7.3%	/	-10.7%
O=C(O)C1CCCN1S(=O)(=O)c1cccc2nsnc12 (stereo not given)	-1.2%	-0.8%	6.8%
CCc1nc(Nc2cccc(O)c2)c2oc3ccccc3c2n1	/	-12.2%	-9.0%
Cc1ccc(S(=O)(=O)c2cn(Cc3ccc(F)cc3)c3cc4c(cc3c2=O)OCO4)cc1	-1.9%	4.0%	-6.5%
Cc1cc(C)c2c(=O)cc(C(=O)Nc3ccc(S(=O)(=O)Nc4nc(C)cc(C)n4)cc3)oc2c1	7.4%	/	-11.5%
CCCn1c(SCCN2CCOCC2)nc2c1c(=O)n(C)c(=O)n2C	/	2.2%	-2.6%
O=C1COc2ccc(C(=O)COC(=O)/C=C/c3ccc(Br)o3)cc2N1	/	2.3%	?
Cc1ccc(OCCOCCN2CCCCC2)c([N+](=O)[O-])c1	1.2%	5.8%	12.4%
Cc1ccc2cc(C#N)c(N3CCCN(S(=O)(=O)c4ccccc4)CC3)nc2c1	4.0%	-0.1%	-1.5%
O=C(Nc1ccc(Cl)c(Cl)c1)N1CCSC1c1ccco1 (stereo not given)	8.8%	9.2%	4.0%
CN(Cc1ccccc1)C(=O)CCS(=O)(=O)c1cc2c(cc1Cl)NC(=O)CO2	/	-25.6%	-6.8%
COc1ccc(N2CCN(c3oc(/C=C/c4cc(OC)c(OC)c(OC)c4)nc3C#N)CC2)cc1	0.0%	/	-12.4%
CC(C)CC1Nc2ncnc(N3CCCCC3)c2N(Cc2ccccc2)C1=O (stereo not given)	/	-0.9%	?
Cn1nc(C(F)(F)F)c(C(=O)Nc2ccc(F)cc2F)c1Oc1cccc(Cl)c1	-0.9%	16.6%	-7.9%
CC(NC(=O)c1ccccc1Cl)C(=O)Nc1ccc2c(c1)OCO2 (stereo not given)	-10.2%	-1.4%	0.1%
Cc1cc2c(ccc3c2no[n+]3[O-])nn1	3.0%	12.2%	6.8%
Cc1c(Cc2ccccc2)c(=O)oc2c(C)c(OCc3nn[nH]n3)ccc12	4.2%	-17.3%	-4.4%
Cc1cc(NS(=O)(=O)c2ccc(Cl)cc2)nn1CC(=O)NCc1ccco1	9.1%	-10.2%	-2.1%
CCOc1ccc(CCNC(=O)c2cc3c(=O)oc4ccc(C)cc4c3s2)cc1OCC	4.6%	/	-0.3%
O=C(COC(=O)c1cccnc1Cl)c1cccc(Cl)c1	3.4%	12.7%	-17.8%
CN(C(=O)CC1C(=O)NCCN1C/C=C/c1ccccc1)C1CCOCC1 (stereo not given)	-5.1%	21.7%	-3.2%
COC(=O)c1c(-c2cccs2)csc1NC(=O)c1ccc(C(C)C)cc1	?	/	?
c1ccc(CCn2nnnc2C(c2cccnc2)N2CCN(c3nc4ccccc4s3)CC2)cc1 (stereo not given)	4.1%	-7.8%	-3.8%

Taken from the results shown (three entries):
SMILES	TDP1 block	N370S GC mod	FEN1 inhibitor
CN(C(=O)CC1C(=O)NCCN1C/C=C/c1ccccc1)C1CCOCC1 (stereo not given)	-5.1%	21.7%	-3.2%
COC(=O)c1c(-c2cccs2)csc1NC(=O)c1ccc(C(C)C)cc1	?	/	?
c1ccc(CCn2nnnc2C(c2cccnc2)N2CCN(c3nc4ccccc4s3)CC2)cc1 (stereo not given)	4.1%	-7.8%	-3.8%

Other records follow.
SMILES	TDP1 block	N370S GC mod	FEN1 inhibitor
Cc1ccccc1-c1noc(-c2ccc(N3CCCCC3)c([N+](=O)[O-])c2)n1	5.7%	/	11.3%
c1ccc2c(c1)OCC(c1nnc3sc(-c4cnccn4)nn13)O2 (stereo not given)	5.6%	5.4%	14.5%
Fc1cccc(Cl)c1C1Nc2cccc3cccc(c23)N1	9.4%	-2.4%	-5.3%
Clc1cccc(OCCCN2CCCC2)c1Cl	-10.5%	-5.7%	17.6%
O=C(CC1SC(=O)N(c2ccccc2)C1=O)Nc1ccccc1 (stereo not given)	0.0%	0.0%	11.9%
COc1ccc(C2=CC(c3ccc(OC)c(OC)c3)NC(=S)N2)cc1 (stereo not given)	3.8%	-5.7%	-2.4%
CC(C)(c1ccccc1)c1ccc(OCCCN2CCNCC2)cc1	1.2%	13.0%	1.4%
COc1ccc(-n2cnc3cc(NC(=O)c4ccco4)ccc32)cc1	10.7%	4.7%	18.0%
O=C(c1ccc2nccnc2c1)N1CCCC(Nc2ccc(F)c(F)c2)C1 (stereo not given)	6.7%	-5.6%	1.6%
Cc1ccc(CN2CCCn3nc(C(=O)NCCc4ccccc4C)cc3C2=O)cc1	-1.2%	/	14.7%
CNS(=O)(=O)c1cccc(C(=O)NCC2(N3CCCCC3)CCCCC2)c1	50.1µM*	-1.9%	0.3%
O=C1Cc2ccccc2C(c2ccccc2)N1 (stereo not given)	7.1%	-9.3%	8.2%
CCOc1ccc(NC(=O)Cn2c(=O)n(CC3CCCO3)c(=O)c3ccccc32)cc1 (stereo not given)	0.0%&6.4%	1.0%	4.7%&-1.0%
COc1ccccc1CN1CC(C(=O)NCC2CCCO2)CC1=O (stereo not given)	-2.1%	9.0%	1.8%
COc1ccc(C(=O)/C=C/C(=O)N(CC(=O)NC2CCCCC2)Cc2ccc(F)cc2)c(O)c1	7.2%	-17.2%	-3.6%
Cc1ccc(O)c(NC(=O)c2noc3c2CCCCC3)c1	0.0%&7.3%	13.5%	1.4%&-22.6%
O=C(O)CCCc1ccc2c(c1)CCc1ccccc1-2	-2.8%	0.0%	12.4%
O=C(O)c1cc2nc3c(c(C(F)(F)F)n2n1)CCCC3	-2.6%	19.7%	-4.7%
Cc1c(Nc2scc(-c3ccccc3)[n+]2-c2ccccc2)c(=O)n(-c2ccccc2)n1C	4.6%	-14.0%	-8.4%
O=C(CCNC(=O)c1ccc([N+](=O)[O-])cc1)NCCCN1CCCC1=O	0.1%	-11.2%	-0.2%
CCOC(=O)N1CCN(CC(O)COC(CC)c2ccccc2)CC1 (stereo not given)	1.0%	2.6%	-6.1%
COc1cccc(CNC(=O)CN2C(=O)COc3ccc(S(=O)(=O)N4CCCC4)cc32)c1	3.5%	-3.4%	-3.3%
O=c1nc(/C=C/c2ccc(O)c(O)c2)oc2ccccc12	/	-24.6%	8.7%
COc1cccc2cc(-c3nnc(-c4ccc(Cl)cc4)o3)c(=O)oc12	-3.1%[12.3 µM]	/	-1.7%
Cc1cccc(N2CCN(CC(=O)NCc3ccc(Cl)cc3)CC2)c1C	1.1%	-23.7%	-1.7%
Cc1ccc(NC(=O)C2CC(=O)N(Cc3ccccc3)C2)nc1 (stereo not given)	-6.1%	-5.7%	-0.8%
CC(C)[C@H](NC(=O)OCc1ccccc1)C(=O)OCC(=O)N1CCN(c2ccc(F)cc2)CC1	0.8%	/	-13.5%
CCN(CC)CCN1C(=O)c2ccccc2NC1c1ccc(C)cc1 (stereo not given)	-2.3%	-3.5%	-11.3%
Cc1oc2cc3oc(=O)c(CC(=O)O)c(C)c3cc2c1-c1ccccc1	/	-4.4%	-0.2%
COc1ccc(CC(NC(C)=O)C(=O)NC2CCN(S(=O)(=O)c3ccc(NC(C)=O)cc3)CC2)cc1OC (stereo not given)	-5.6%	0.5%	3.8%
COC(=O)c1c(NC(=S)Nc2ccc(C(=O)N3CCOCC3)cc2)sc2c1CCC2	0.0%	-5.3%	5.1%

Entries listed so far that have a thiophene ring, fused or not:
SMILES	TDP1 block	N370S GC mod	FEN1 inhibitor
Cn1c(=O)c2sccc2n2c(CCC(=O)NCc3ccc(F)cc3)nnc12	5.9%	/	0.5%
CCOc1ccc(CCNC(=O)c2cc3c(=O)oc4ccc(C)cc4c3s2)cc1OCC	4.6%	/	-0.3%
COC(=O)c1c(-c2cccs2)csc1NC(=O)c1ccc(C(C)C)cc1	?	/	?
COC(=O)c1c(NC(=S)Nc2ccc(C(=O)N3CCOCC3)cc2)sc2c1CCC2	0.0%	-5.3%	5.1%

Screens (PubChem BioAssay)
